Peg3 prom inh: inhibitors of Peg3 promoter; HeLa PEG-Prom luciferase reporter, luminescence, overnight; inhibition, % at 20 µM; 360,000 compounds, 1.7% hits; AID 588405;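 active means inhibition of at least 50% at 20 µM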
Shn3 inh set2: inhibitors of Schnurri-3 3'UTR reporter in osteoblasts; Clone20 osteoblast Shn3 3'UTR firefly luciferase, 24 h; inhibition, % at 12.5 µM; 360,000 compounds, 0.52% hits; AID 588674;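 active means mean inhibition of at least 75% with every replicate also reaching 75%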;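 further: 0% = median of neutral control wells and 100% = pilot-screen positive control compound; some compounds past the cut are filed as inactive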
HIF-2a inh: HIF-2a inhibition; 786-0 RCC cells HIF-2a reporter, luciferase luminescence, overnight; 360,000 compounds, 0.72% hits; AID 624352; inhibition, % at 18.8 µM;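 active means inhibition of the luminescence signal of 40% or more relative to plate controls, in a single-dose primary screen at 18.75 µM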
MITF TRPM1 inh: inhibitors of MITF-driven TRPM1 promoter in melanoma cells; SK-MEL-5 TRPM1 promoter luciferase, 24 h; inhibition, % at 12.5 µM; 330,000 compounds, 0.83% hits; AID 488899;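 active means mean inhibition across replicates of 60% or more, whatever share of single replicates reaches that level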; further: values of inactives mirror those of a sister screen read the other way
CaV13 ICDI inh: Disruptors of the CACNA1D IQ motif to Ca2+-dependent inactivation inhibitor domain association, primary screening, Förster resonance energy transfer in intact living …; HEK cells, CFP/YFP FRET ICDI-IQ, plate reader, 10 min; percent FRET-ratio fall versus neutral wells; inhibition, % at 12.3 µM; 340,000 compounds, 0.098% hits; AID 743397;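 active means mean replicate inhibition of at least 30% and at least 1% of replicates passing that level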;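 further: 0% = median of the neutral control wells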
NR2E3 ag-1: NR2E3 (human) agonism. Q9Y5X4. GST-NR2E3/biotin-RetCOR TR-FRET, 1536-well. inhibition of corepressor binding, % at 4.78 µM. 320,000 compounds, 0.12% hits. AID 2300;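 active means percent inhibition above the cutoff of mean plus 3 SD of all tested compounds, set per screening campaign, cut at about 20% in these data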;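 further: 0% = DMSO wells and 100% = biotin wells as full block of FRET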
Target sequence (Q9Y5X4 whole entry, looked up): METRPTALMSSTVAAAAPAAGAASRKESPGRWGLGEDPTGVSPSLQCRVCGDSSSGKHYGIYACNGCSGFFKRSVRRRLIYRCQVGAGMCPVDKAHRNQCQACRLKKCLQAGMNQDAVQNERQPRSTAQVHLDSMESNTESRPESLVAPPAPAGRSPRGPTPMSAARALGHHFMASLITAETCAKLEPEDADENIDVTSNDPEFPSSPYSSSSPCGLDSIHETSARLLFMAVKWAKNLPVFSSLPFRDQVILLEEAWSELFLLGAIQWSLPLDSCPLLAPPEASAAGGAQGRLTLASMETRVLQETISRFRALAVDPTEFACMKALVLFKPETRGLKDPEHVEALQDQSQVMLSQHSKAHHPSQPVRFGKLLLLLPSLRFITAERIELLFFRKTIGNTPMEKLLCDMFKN
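System: GST-tagged NR2E3 plus biotinylated RetCOR corepressor; Buffer or medium: pH 7.5 Tris-based buffer; Probe or stimulus: RetCOR corepressor, biotinylated, 7 nM; Doses: compound at 4.8 µM, single dose; Schedule: 5 h incubation at 4 °C; Technique: time-resolved FRET; Evaluation: percent inhibition of TR-FRET ratio; Replication: one well per compound, singlicate testing.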
Cardio protect: modulators protecting cardiomyocytes from myocardial damage; H9c2 cardiomyocytes, H2O2 injury protection, ATPLite, 2 h; protection from H2O2 cell death, % at 20 µM; 360,000 compounds, 0.63% hits; AID 588492;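 active means compounds giving at least 50% protection of heart cells from peroxide-induced death in the single-dose screen, raw or plate-pattern-corrected value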;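 further: 0% = DMSO wells with peroxide and 100% = DMSO wells without peroxide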
m5-HT2A agonist: agonists of mouse serotonin 5-HT2A receptor (HTR2A); P35363; activation, % at 7.6 µM; 360,000 compounds, 0.66% hits; CHO-K1 mHTR2A beta-arrestin complementation, luminescence; percent of 30 µM serotonin response;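 active means activation above a run cutoff, the mean activation of all tested compounds plus 3 SD, cut at about 14% in these data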;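 further: 0% = plate median of compound wells and 100% = 30 µM serotonin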
hiPSC survival: increases survival of single human iPS cells | hiPSC single-cell survival, ATPlite luminescence; 100% = ROCK inhibitor wells, 0% = DMSO | survival enhancement, % at 20 µM | 360,000 compounds, 0.044% hits; in the data active means survival enhancement above about 18%;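 further: cells exposed to compounds for 16 hours before the ATP read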
PDI inh: blocks human protein disulfide isomerase activity. P07237. PDI insulin aggregation turbidity, A650, 90 min. 350,000 compounds, 0.052% hits. inhibition, % at 10 µM. AID 588391;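 active means mean inhibition across replicates of 30% or more, whatever share of single replicates reach that level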;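 further: absorbance from insulin aggregation driven by PDI reduction with DTT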
Target sequence (P07237 whole entry, looked up): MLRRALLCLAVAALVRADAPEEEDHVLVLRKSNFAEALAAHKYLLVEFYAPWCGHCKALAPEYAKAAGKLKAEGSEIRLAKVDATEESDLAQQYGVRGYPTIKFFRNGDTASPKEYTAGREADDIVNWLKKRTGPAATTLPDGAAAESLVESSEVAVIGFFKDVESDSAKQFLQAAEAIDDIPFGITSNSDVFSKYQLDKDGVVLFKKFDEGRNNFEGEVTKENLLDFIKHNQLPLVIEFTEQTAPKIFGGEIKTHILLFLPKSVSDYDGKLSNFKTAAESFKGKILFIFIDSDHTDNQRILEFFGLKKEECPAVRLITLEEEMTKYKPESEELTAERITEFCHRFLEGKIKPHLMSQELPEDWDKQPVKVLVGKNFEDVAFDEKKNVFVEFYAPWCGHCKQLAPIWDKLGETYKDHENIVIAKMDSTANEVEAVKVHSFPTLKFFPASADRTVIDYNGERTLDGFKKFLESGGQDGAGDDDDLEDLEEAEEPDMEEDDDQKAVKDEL
NR2E3 ag-2: human photoreceptor-specific nuclear receptor agonism; CHO-S Gal4-NCOR/VP16-NR2E3 two-hybrid, luciferase; inhibition of corepressor binding, % at 3.98 µM; 360,000 compounds, 0.35% hits; AID 602229;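 active means inhibition above the mean of all tested compounds plus 3 SD, cut at about 70% in these data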;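 further: 0% = DMSO with NR2E3 transfected cells and 100% = cells lacking NR2E3 construct; higher means lower luciferase signal from less NR2E3 corepressor binding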
The depositor's hits bear a star; · = no result given.

SMILES | Peg3 prom inh | Shn3 inh set2 | HIF-2a inh | MITF TRPM1 inh | CaV13 ICDI inh | NR2E3 ag-1 | Cardio protect | m5-HT2A agonist | hiPSC survival | PDI inh | NR2E3 ag-2
CC1CCc2c(sc(NS(=O)(=O)c3ccccc3)c2C(=O)OC(C)C)C1 (stereo not drawn) | 12.9 | -1.6 | 12.4 | 25.1 | · | -1.9 | 5.6 | 5.4 | -0.5 | 1.6 | 4.2
O=C(NNC(=O)C1CC1c1ccccc1)c1ccccc1F (stereo not drawn) | -16.7 | 3.2 | -16.7 | 0.5 | -2.2 | -2.0 | -0.8 | -0.4 | 0.4 | 1.9 | -30.8
CCCCc1cc(=O)oc2cc(OC(C)C(=O)NCc3ccccn3)c(Cl)cc12 (stereo not drawn) | 3.4 | -3.8 | 8.4 | -4.3 | -7.2 | 6.0 | -0.6 | 17.1* | 0.3 | -11.3 | -11.2
Oc1cc(CNCc2ccccc2)c(O)cc1CNCc1ccccc1 | -3.3 | -25.8 | 15.3 | 5.4 | -5.5 | · | 33.6 | 13.0 | -0.3 | -1.9 | -34.6
COc1cc([C@@H]2[C@H]3CNCC=C3C(C#N)=C(N)C2(C#N)C#N)ccc1OC(C)C | -7.2 | -9.5 | 13.4 | -12.2 | -5.8 | 4.0 | 13.8 | -0.3 | 7.1 | 6.6 | -12.5
CCN(CC)S(=O)(=O)c1ccc(N2CCCC2)c(NS(=O)(=O)c2ccc([N+](=O)[O-])cc2)c1 | -8.3 | -80.9 | -5.2 | 3.1 | -17.9 | -0.4 | 1.4 | 0.6 | -2.1 | -2.5 | -23.8
CNC(=O)CN(c1cccc2ccccc12)S(C)(=O)=O | 6.0 | · | 11.1 | -3.1 | -5.5 | 0.8 | 5.5 | 1.0 | -3.0 | -2.6 | -8.8
CCOC(=O)c1cocc1C(=O)O | 1.6 | -4.1 | 4.5 | -7.4 | -8.5 | · | 1.9 | 1.1 | -1.1 | -1.9 | 23.0
COc1cccc(NC(=O)Cc2csc(NC(=O)Nc3ccccc3OC)n2)c1 | 19.3 | 11.9 | -14.2 | -5.9 | · | 1.1 | 17.4 | -2.5 | -0.2 | 11.8 | -4.3
Cc1cccn2c(=O)nc(SCC(=O)N3CCN(c4ccccc4)CC3)nc12 | 9.9 | 11.8 | 14.9 | 8.5 | -5.9 | 1.2 | -1.5 | -3.3 | -0.1 | 5.7 | -7.6
CC(C)N1CCN(C2CSCCSC2)CC1CCO (stereo not drawn) | 3.3 | 7.3 | 13.1 | 3.7 | -5.2 | 0.7 | -1.7 | -4.0 | 0.0 | 3.8 | -2.9
CCCN1C(=O)C2(C(C(=O)c3ccc(C)o3)=C(O)C(=O)N2CCCOC)c2ccccc21 (stereo not drawn) | 14.9 | 1.3 | 5.8 | 0.7 | -4.7 | 6.0 | 1.8 | 3.2 | 0.0 | 4.2 | 11.9
FC(F)(F)c1ccccc1CN1CCCC(N2CCN(c3ccccc3)CC2)C1 (stereo not drawn) | 20.1 | 1.1 | 14.9 | 1.8 | -1.0 | 7.3 | -8.3 | -3.4 | -0.4 | 4.9 | -7.2
Cc1ccc(/C=N/NC(=O)c2nnn(-c3nonc3N)c2CSc2ccccc2)cc1 | 15.3 | 5.8 | 22.4 | -0.7 | -2.7 | 1.4 | -6.1 | -1.0 | -0.2 | -2.6 | -26.5
COc1ccccc1NS(=O)(=O)c1cccc2nsnc12 | 10.9 | -18.0 | 20.1 | 5.4 | -1.5 | -4.3 | 1.1 | -4.9 | 0.2 | 6.7 | -3.5
COc1ccc(S(=O)(=O)NCCSc2ccc(Cl)cc2)cc1OC | 24.9 | -6.3 | 12.8 | 6.8 | -6.9 | 5.9 | -8.8 | -1.4 | -0.1 | 4.6 | 24.8
C/C(=N\O)c1c(C)c2ccccc2n1C | -7.9 | 12.8 | 6.3 | -0.6 | · | 0.5 | -2.5 | 0.0 | 11.7 | -0.3 | -2.1
Oc1ccccc1Nc1nc(NCC2CCCO2)c2ccccc2n1 (stereo not drawn) | 2.9 | 21.2 | -16.7 | -1.9 | · | 0.0 | 19.7 | -8.8 | -0.6 | 9.6 | 9.1
COc1cccc(CNC(=O)c2cccnc2Sc2ccccc2)c1 | 11.7 | 15.8 | -16.2 | 3.7 | -6.2 | · | -2.1 | 1.2 | -0.2 | -31.3 | -7.9
O=C(/C=C/c1cccc(F)c1)OCC(=O)N1CCCc2ccccc21 | -7.6 | -18.1 | 0.4 | 5.8 | -16.2 | -2.8 | 2.4 | -3.1 | 1.4 | 4.2 | 1.8

Rewritten in CSV form: part of the list above.
SMILES,Peg3 prom inh,Shn3 inh set2,HIF-2a inh,MITF TRPM1 inh,CaV13 ICDI inh,NR2E3 ag-1,Cardio protect,m5-HT2A agonist,hiPSC survival,PDI inh,NR2E3 ag-2
Oc1ccccc1Nc1nc(NCC2CCCO2)c2ccccc2n1 (stereo not drawn),2.9,21.2,-16.7,-1.9,·,0.0,19.7,-8.8,-0.6,9.6,9.1
COc1cccc(CNC(=O)c2cccnc2Sc2ccccc2)c1,11.7,15.8,-16.2,3.7,-6.2,·,-2.1,1.2,-0.2,-31.3,-7.9

The list goes on.
SMILES | Peg3 prom inh | Shn3 inh set2 | HIF-2a inh | MITF TRPM1 inh | CaV13 ICDI inh | NR2E3 ag-1 | Cardio protect | m5-HT2A agonist | hiPSC survival | PDI inh | NR2E3 ag-2
CN1CCC[C@H]1CCNC(=O)c1c(-c2ccsc2)sc2ccccc12 | -32.1 | -12.2 | -10.1 | -7.5 | -7.6 | · | 8.6 | -5.0 | 0.0 | -0.2 | 13.4
Cc1ccc(OCC(=O)N(C)CC(=O)Nc2cccc(F)c2)cc1 | 10.3 | -18.4 | 7.1 | -11.5 | -2.3 | 2.0 | -0.2 | 11.8 | 0.0 | -0.6 | -3.4
C/C(=N\NC(=S)NCc1ccccc1)c1ccc(Cl)cc1 | -98.2 | 10.1 | -75.9 | -4.1 | -6.3 | 1.3 | -3.4 | -0.8 | 0.4 | -11.4 | 73.8*
Cc1cc(C)c(NC(=O)c2oc3ccccc3c2COc2ccccc2)c(C)c1 | 12.2 | 21.0 | 1.2 | -8.1 | -11.0 | 2.9 | -7.9 | -2.4 | 2.7 | -2.4 | -33.5
Cc1ccc(N2/C(=N/c3nc(C)cc(C)n3)NC(=O)CC2C(=O)O)cc1 (stereo not drawn) | 5.8 | -5.2 | 6.7 | -3.8 | · | 1.6 | -1.2 | 8.1 | -1.9 | 2.4 | 4.0
O=C(NC1CCCc2c1cnn2-c1ccc(F)cc1F)c1ccccn1 (stereo not drawn) | 14.4 | 11.4 | 6.7 | 15.0 | -16.3 | 1.7 | -16.1 | 0.7 | 0.7 | 4.9 | -2.4
CC1(C)CC(=O)C(C(C2=C(O)CC(C)(C)CC2=O)c2ccc(Cl)c([N+](=O)[O-])c2)C(=O)C1 (stereo not drawn) | 11.3 | -3.7 | 14.2 | 2.5 | -6.3 | 4.8 | 8.8 | -2.2 | 1.2 | 7.6 | -4.6
CC(Sc1nnc(Nc2ccccc2F)s1)C(=O)NC1CC1 (stereo not drawn) | -39.0 | -11.2 | -72.3 | -23.8 | -12.9 | 2.9 | 1.3 | -3.8 | -0.2 | -1.7 | 1.2
COc1ccc(N(CC(=O)O)S(=O)(=O)c2ccccc2[N+](=O)[O-])c(OC)c1 | 5.5 | -20.6 | 15.9 | 2.9 | -2.0 | -0.7 | -2.1 | 0.4 | 1.0 | 1.8 | -6.5
CCOC(=O)c1nn(-c2ccccc2C)c(=O)cc1OCC(=O)N1CCN(c2ccccc2)CC1 | 6.7 | 0.9 | 4.7 | 3.3 | -5.9 | -0.4 | 5.3 | -5.5 | 3.3 | 2.8 | 1.0
COc1cc(/C=C2\CCC/C(=C\c3ccc(O)c(OC)c3)C2=O)ccc1O | 105.0* | 14.4 | 81.0* | 13.3 | -20.8 | 2.5 | 42.5 | -5.2 | -0.9 | 9.6 | -12.4
Cc1occc1C(=O)Nc1ccccc1NC(=O)c1ccoc1C | 10.0 | -5.5 | 2.6 | 11.0 | -4.3 | 0.8 | 1.2 | -8.0 | 3.3 | 5.2 | -27.7
Cc1csc(=O)n1CCC(=O)N(C)Cc1c(F)cccc1Cl | 11.5 | 82.0 | -16.8 | 4.7 | -5.5 | · | -1.8 | 1.1 | 5.2 | 1.6 | -30.2
Cc1c(N)cc2c(c1N)C(C)(C)CC2(C)C | 4.0 | 4.4 | 10.5 | 6.9 | -11.6 | · | 0.2 | 7.7 | -3.4 | -1.0 | 3.7
CCC(Sc1nc(-c2ccccc2)c(-c2ccccc2)[nH]1)C(=O)O (stereo not drawn) | 10.2 | 8.4 | 14.3 | -1.1 | -18.6 | -0.2 | -1.9 | -4.3 | -0.5 | -1.5 | -10.7
CC(=O)Nc1ccc(NC(=O)C(C)n2nc([N+](=O)[O-])c(Br)c2C)cc1 (stereo not drawn) | 7.7 | -16.4 | 10.3 | 0.5 | -9.1 | -1.2 | 7.1 | 1.5 | -0.9 | -5.7 | 2.1
CCSc1nnc(NC(=O)c2ccc(S(=O)(=O)N(C)C)cc2)s1 | -58.9 | -46.0 | -48.5 | -27.3 | -4.9 | 0.6 | 12.2 | 0.5 | -0.7 | -5.8 | 6.2
CCCS(=O)(=O)C/C(N)=N/OC(=O)c1ccccc1Cl | -25.0 | -9.2 | -12.5 | · | -5.5 | -1.5 | -2.7 | -0.4 | -0.4 | 14.6 | -24.4
COc1cc(S(=O)(=O)N(Cc2cccs2)CC2CCCO2)ccc1-n1cnnn1 (stereo not drawn) | -4.1 | 11.7 | -2.9 | -6.2 | -9.2 | 1.4 | 5.5 | 0.5 | -0.7 | -2.5 | -14.7
Cc1cc(NC(=O)c2cccs2)ncc1NC(=O)C(C)C | -204.0 | -131.4 | -163.8 | -43.1 | -6.1 | 3.1 | -1.8 | -1.1 | 2.0 | -3.5 | -158.1
COc1ccc(CCC(=O)NCC2CCCCC2)cc1OC | -12.1 | -10.7 | -54.2 | -4.4 | -3.0 | 2.3 | 0.2 | 0.1 | 0.4 | -10.6 | -11.8
O=C(Cc1cnc2ncnn2c1)N1CCc2c([nH]c3ccccc23)C1c1ccccn1 (stereo not drawn) | -5.7 | 3.5 | -9.6 | -1.3 | -5.2 | 3.3 | 4.1 | 5.2 | -0.4 | -1.7 | 10.6
Cn1c(=O)n(C)c2cc(C(=O)c3ccccc3)ccc21 | -67.2 | -14.7 | -62.2 | -6.6 | -9.1 | 1.5 | -0.9 | 2.7 | 1.9 | -2.8 | -15.8
O=C(CCCn1nnnc1CN1CCOCC1)N1CCC(c2ccccc2F)C1 (stereo not drawn) | 12.4 | -12.4 | -9.3 | -6.6 | -5.7 | · | -1.3 | 8.3 | -0.4 | 0.3 | -11.2
Cc1[nH]c(C)c(S(=O)(=O)N(Cc2ccccc2)C(C)C)c1C(=O)N1CCCC1 | 1.0 | -7.3 | -5.5 | -7.4 | -2.9 | -1.6 | 0.4 | -0.9 | -0.5 | 1.4 | -26.1

Assay outcomes deposited in PubChem by several laboratories.
